TRPC4 act – activators of mouse TRPC4 channel, primary screen, Fluo4 calcium, HEK293 TRPC4beta/mu-opioid cells; Fluo4 calcium fluorescence; stronger effect = higher value; B-score at 10 µM; hit rate 0.49% among 310,000; AID 2237, 2010;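 active = B-score above 5 SD of library B-scores, and initial fluorescence ratio not above library mean plus 5 SD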;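 note: positive B-score marks a calcium rise read as TRPC4 activation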
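Material: TRPC4beta and mu-opioid receptor HEK293 stable cells | Incubation: 45 min room-temperature Fluo4 loading, 110 s read | Detection: Kinetic Fluo4 calcium fluorescence | Measure: Integrated baseline-normalised fluorescence ratio, converted to per-well B score | Benchmarks: Low control buffer alone, high control maximal DAMGO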
TRPC4 PAM – positive allosteric modulators of TRPC4, primary screen, cell-based, mouse TRPC4beta, HEK293 mu-opioid, Fluo-4 calcium; AID 2227, 2009; Short transient receptor potential channel 4 (Mus musculus), Q9QUQ5; hit rate 0.42% among 310,000; B-score at 10 µM; DAMGO EC20, Fluo-4 Ca2+ flux; stronger effect = higher value;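 active = B-score of calcium response area above 5 SD of library B-scores, with initial fluorescence ratio within 5 SD of library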;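 note: B-score of integrated fluorescence ratio over time as area under calcium response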
PolyA inh – polyadenylation inhibitors in yeast reporter cells, primary screen, luminescence, S. cerevisiae; hit rate 0.02% among 300,000; calls only at 12 µM; S. cerevisiae SKY197-pL101 polyadenylation reporter, beta-gal luminescence; efflux-impaired pdr1/pdr3 knockout yeast; score 100 = 6 SD above DMSO; AID 1875, 2009;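 active = lowest replicate activity score at least 50, where 100 means six control SD above control mean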;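 note: yeast exposed to compound for 9 h at 30 °C; higher score means more reporter readthrough which indicates perturbed polyadenylation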
Platelet DG rel – inhibitors of platelet dense granule secretion, primary screen, cell-based, MLPCN, human platelets | AID 1663, 2009 | hit rate 0.22% among 300,000 | human platelet-rich plasma, SFLLRN dense granule ATP release, luminescence | inhibition, %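 (compounds screened at 7.5 µM in platelet-rich plasma)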;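 active = mean replicate score, as percent of positive control, at or above 50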
KCNQ1 pot – potentiators or activators of KCNQ1 channel, primary screen, cell-based, thallium flux, high-throughput; hit rate 0.35% among 310,000; AID 2648, 2010; B-score at 10 µM; CHO-K1 KCNQ1, thallium flux FluxOR fluorescence; stronger effect = higher value;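 active = fluorescence ratio B-score, a plate-corrected score, at least three library SD, with initial intensity B-score within 5 SD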
Target sequence (P51787 whole entry, looked up): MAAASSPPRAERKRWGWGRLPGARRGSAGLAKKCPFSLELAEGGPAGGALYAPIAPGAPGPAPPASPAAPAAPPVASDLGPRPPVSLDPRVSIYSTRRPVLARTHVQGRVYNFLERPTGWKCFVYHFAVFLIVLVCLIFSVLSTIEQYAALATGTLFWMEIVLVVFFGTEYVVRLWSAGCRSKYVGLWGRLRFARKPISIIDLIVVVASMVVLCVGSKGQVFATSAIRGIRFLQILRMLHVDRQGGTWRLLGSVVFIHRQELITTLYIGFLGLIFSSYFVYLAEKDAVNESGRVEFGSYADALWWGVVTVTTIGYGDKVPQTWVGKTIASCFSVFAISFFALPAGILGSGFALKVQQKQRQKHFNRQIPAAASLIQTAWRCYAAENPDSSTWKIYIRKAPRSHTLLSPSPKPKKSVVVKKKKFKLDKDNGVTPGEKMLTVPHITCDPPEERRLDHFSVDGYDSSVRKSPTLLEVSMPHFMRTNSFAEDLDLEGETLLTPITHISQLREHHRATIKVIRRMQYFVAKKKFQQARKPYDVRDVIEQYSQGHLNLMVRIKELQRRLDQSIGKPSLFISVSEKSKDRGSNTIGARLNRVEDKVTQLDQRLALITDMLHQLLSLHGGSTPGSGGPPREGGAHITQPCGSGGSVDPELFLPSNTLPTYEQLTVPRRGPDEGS
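Doses: Single concentration per compound, DMSO matched to controls | Test system: KCNQ1-transfected CHO-K1 cells | Timing: 90 min dye loading and 20 min compound exposure, both at room temperature | Measured by: Kinetic FluxOR thallium fluorescence, 10-s 1-Hz baseline, 110-s post-stimulus read | Medium: Assay buffer with matched DMSO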
hERG rescue – hERG rescue from dofetilide block, primary screen, cell-based, CHO-hERG, FluxOR thallium flux, dofetilide IC70. hit rate 0.51% among 310,000. dofetilide IC70 present. activation (rescue from dofetilide block), less the hit threshold, % at 10 µM;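 active = activation above the mean of controls blocked by dofetilide plus 5 SD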;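 note: thallium influx through hERG after potassium depolarization seen as dye fluorescence rise; in these data hits start at about 4.7%; inactives centre near -7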
KCNQ1 inh – inhibitors of human KCNQ1 channel, primary screen, cell-based, thallium flux, high-throughput. Potassium voltage-gated channel subfamily KQT member 1 (Homo sapiens), P51787. CHO-K1 KCNQ1, FluxOR thallium flux fluorescence; stronger effect = higher value. B-score at 10 µM. hit rate 1.3% among 310,000;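 active = compounds whose thallium flux B-score, printed positive for inhibition, exceeds three library SD while starting fluorescence stays within three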;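 note: channel opened by potassium depolarization with thallium stimulus after 20 min compound exposure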
Dyrk1A ADPGlo – rat Dyrk1A kinase inhibitors, primary screen, biochemical, single point, plate reader | Dual specificity tyrosine-phosphorylation-regulated kinase 1A (Rattus norvegicus), Q63470 | ADP-Glo luminescence, NFATc1 peptide | inhibition, % at 12.5 µM | hit rate 0.43% among 310,000 | AID 504441, 2011; in the data active = inhibition above about 50%;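 note: plate controls were vehicle with enzyme for no effect and no enzyme for full effect; many of its hits are not listed in these tables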
KCNK9 inh – KCNK9 potassium channel inhibitors, primary screen, HEK293 cells, thallium flux. Potassium channel subfamily K member 9 (Homo sapiens), Q9NPC2. FluxOR thallium flux fluorescence; stronger effect = lower value. B-score at 10 µM. hit rate 1.2% among 310,000. AID 488922, 2010;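 active = ratio B-score over 3 SD below the library mean, with starting fluorescence within 5 SD of its mean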;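 note: negative B-score means less thallium flux so channel inhibition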
Target sequence (Q9NPC2 whole entry, looked up): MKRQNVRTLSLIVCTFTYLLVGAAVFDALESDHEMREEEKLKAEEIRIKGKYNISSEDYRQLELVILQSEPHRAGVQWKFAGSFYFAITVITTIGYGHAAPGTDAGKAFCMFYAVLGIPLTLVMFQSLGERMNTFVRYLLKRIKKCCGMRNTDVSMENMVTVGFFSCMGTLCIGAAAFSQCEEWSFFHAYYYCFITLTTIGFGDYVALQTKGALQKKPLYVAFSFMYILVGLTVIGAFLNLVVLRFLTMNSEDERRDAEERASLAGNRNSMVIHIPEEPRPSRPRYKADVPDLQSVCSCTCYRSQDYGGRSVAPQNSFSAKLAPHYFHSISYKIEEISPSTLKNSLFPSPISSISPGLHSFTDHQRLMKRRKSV
TRPC4 inh – inhibitors of mouse TRPC4 channel, primary screen, Fluo4 calcium, HEK293 TRPC4beta/mu-opioid cells; Short transient receptor potential channel 4 (Mus musculus), Q9QUQ5; DAMGO-evoked Fluo4 calcium flux; stronger effect = lower value; B-score at 10 µM; hit rate 0.39% among 300,000;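 active = B-score over 3 SD under the library average, no early fluorescence shift, positive overall ratio signal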
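test system = HEK293 cells with stable TRPC4beta plus mu-opioid receptor expression | detection = Fluo4 Ca2+ flux fluorescence | read-out = integrated fluorescence ratio relative to baseline, converted to per-well B score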
KCNK3 inh – human KCNK3 channel inhibitors, primary screen, CHO cells, FluxOR thallium flux, B-score. FluxOR fluorescence; stronger effect = lower value. hit rate 0.84% among 340,000. B-score at 10 µM. Potassium channel subfamily K member 3 (Homo sapiens), O14649;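 active = B-score under library mean minus 4 SD, starting fluorescence ratio at most library mean plus 5 SD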;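 note: more negative B-score means stronger inhibition of thallium flux through KCNK3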
* = called active by the depositor; i = inactive; x = not tested or not shown. An excerpt; count on the stated rates, not on these rows.

Preview:
SMILES	TRPC4 act	TRPC4 PAM	PolyA inh	Platelet DG rel	KCNQ1 pot	hERG rescue	KCNQ1 inh	Dyrk1A ADPGlo	KCNK9 inh	TRPC4 inh	KCNK3 inh
CCOC(=O)N1CCC(c2nc(C)sc2C(=O)O)CC1	i	i	i	10	i	-7	i	-3	i	i	i
Cc1ccc(NCc2nnc(SCC(N)=O)n2CCc2ccccc2)cc1	i	i	i	-9	i	-9	i	x	i	i	x
CN(C)CCCN(Cc1ccccc1)C(=S)Nc1ccc(F)c(Cl)c1	i	i	i	-1	i	-6	i	10	i	i	i

This part in full (from the top)
SMILES	TRPC4 act	TRPC4 PAM	PolyA inh	Platelet DG rel	KCNQ1 pot	hERG rescue	KCNQ1 inh	Dyrk1A ADPGlo	KCNK9 inh	TRPC4 inh	KCNK3 inh
CCOC(=O)N1CCC(c2nc(C)sc2C(=O)O)CC1	i	i	i	10	i	-7	i	-3	i	i	i
Cc1ccc(NCc2nnc(SCC(N)=O)n2CCc2ccccc2)cc1	i	i	i	-9	i	-9	i	x	i	i	x
CN(C)CCCN(Cc1ccccc1)C(=S)Nc1ccc(F)c(Cl)c1	i	i	i	-1	i	-6	i	10	i	i	i
O=C(Nc1nc2ccsc2c(=O)s1)c1ccc(Cl)cc1	i	i	i	15	i	-3	i	-16	i	i	i
Cc1nnc(N2CCOCC2)c2nn(-c3ccccc3)c(C)c12	i	i	i	3	i	-7	i	1	i	i	i
Cc1ccccc1-c1nc(CN2CCCC2c2ccc(F)cc2)c(C)o1 (stereo not given)	i	i	i	10	i	-7	i	-4	i	i	i
Cc1cc(C(=O)CN2C(=O)C(=O)N(Cc3ccccc3)C2=O)c(C)n1-c1ccc2c(c1)OCCO2	i	i	i	2	i	-6	i	-2	i	i	i
COc1cccc(COC(=O)CCNC(=O)c2ccc(Br)cc2)c1OC	i	i	i	-11	i	-8	i	-1	i	i	i
COCCNC(=S)N=Nc1c(O)[nH]c2c(C)cc(C)cc12	i	i	i	-5	i	-10	i	-6	i	i	i
Cc1ccc(CN2[C@@H](c3ccccc3)COCCS2(=O)=O)cc1	i	i	i	-2	i	-4	i	-4	i	i	i
COC(=O)C(Cc1ccc(O)cc1)NC(=O)CCNC(=O)c1ccco1 (stereo not given)	i	i	i	-15	i	-8	i	2	i	i	i
O=C(Nc1ccc2c(c1)OCCO2)NC12CC3CC(CC(C3)C1)C2	i	i	i	-13	i	-17	i	-10	i	i	i
NC(=O)CNC(=O)[C@@H]1CC2(CC(c3ccc(Cl)cc3)=NO2)CN1C(=O)c1ccc(Br)cc1 (stereo not given in full)	i	i	i	9	i	2	i	17	i	i	i
O=C(Nc1ccccc1-c1nnn(CC(=O)N2CCc3ccccc3C2)n1)C1CCC1	i	i	i	3	i	-10	i	5	i	i	i
O=C(CNCCC1=CCCCC1)Nc1ccccc1N1CCCCCC1	i	i	i	3	i	-19	12*	-11	-8.9*	i	-13*
O=C(NC1CCCCCCC1)c1cccc(Cl)c1	i	i	i	-2	i	-4	i	2	i	i	i
COc1cc(/C=C2\C=CC(=O)O2)cc(OC)c1	i	i	i	2	i	-5	i	-7	i	i	i
COc1cccc(-c2ccc(=O)n(CC(=O)Nc3ccc(S(=O)(=O)NCC(C)C)cc3)n2)c1	i	i	i	-3	i	-5	i	x	i	i	x
COc1ccc(N/N=C(/C(C)=O)N2CCCc3ccccc32)cc1	i	i	i	-6	i	-2	i	-3	i	i	i
COC(=O)CSc1nc(N)nc(C)c1Br	i	i	i	1	i	-9	i	1	i	i	i
COc1ccc(-n2c(-c3ccc(OC)c(OC)c3)n[nH]c2=S)cc1	i	i	i	4	i	-16	i	0	i	i	i
O=[N+]([O-])c1cc(C(F)(F)F)ccc1Sc1ccccn1	i	i	i	6	i	-8	i	-5	i	i	i
CCCN1CCC(=O)N([C@H](COc2ccccc2)CC(C)C)CC1	i	i	i	0	i	-7	i	8	i	i	i
C/C(=N/NC(=O)CCc1ccccc1)c1ccc2c(c1)OCO2	i	i	i	-6	i	-5	i	1	i	i	i
Cc1ccc(-n2cc(CNCCCn3cccn3)c(-c3cccc(C)c3)n2)cc1	43*	i	x	-4	i	-18	i	0	i	i	i
(next part)
SMILES	TRPC4 act	TRPC4 PAM	PolyA inh	Platelet DG rel	KCNQ1 pot	hERG rescue	KCNQ1 inh	Dyrk1A ADPGlo	KCNK9 inh	TRPC4 inh	KCNK3 inh
O=C(Nc1ccccc1C(=O)N1CCCC1)c1ncoc1-c1cccc(Cl)c1	i	i	i	-2	i	-7	i	-4	i	i	i
Cc1ccc(CNC(=O)Cn2c(=O)c3sccc3n(Cc3ccc([N+](=O)[O-])cc3)c2=O)cc1	i	i	i	7	i	-5	i	-5	i	i	i
COc1ccc(CN(C(=O)/C=C/c2ccccc2Cl)C2CCS(=O)(=O)C2)cc1 (stereo not given)	i	i	i	2	i	-8	i	-1	-14*	i	-11*
CN(C)CCCN(C(=O)c1ccc(S(=O)(=O)N2CCc3ccccc3C2)cc1)c1nc2ccc(F)cc2s1	111*	i	i	21	i	-15	i	9	i	i	i
Cc1cccc(-n2c(=S)[nH]c3c(oc4ccccc43)c2=O)c1	i	i	i	-3	i	-3	i	-5	i	i	i
Cc1c(-c2ccccc2)[n+](=O)c2c(n1[O-])CCCCC2	i	i	i	2	i	-2	i	-1	i	i	i
Cc1cc(C(=O)N/N=C/c2cccnc2)cs1	i	i	i	-7	i	-9	i	1	i	i	i
Cc1ccc(NC(=O)CNC(=O)Cc2cccc3ccccc23)c(O)c1	i	i	i	4	i	-14	i	8	i	i	i
Cc1ccccc1-c1nc(CS(=O)(=O)CC(=O)NCCCN2CCCC2=O)c(C)o1	i	i	i	10	i	-5	i	1	i	i	i
CNC(=S)NNC(=O)c1sccc1OCc1ccc(Cl)cc1Cl	i	i	i	-6	i	-10	i	-3	i	i	i
Cc1cccc(OC(=O)c2sc3ncn(C)c(=O)c3c2C)c1	i	i	i	-5	i	-5	i	-2	i	i	i
O=C(C1CCCN(Cc2cccc(F)c2)C1)N1CCCCC1 (stereo not given)	i	i	i	-5	i	-11	i	0	i	i	i
C/C(=N\NC(=O)c1ccc(CSc2cccc3cccnc23)cc1)C1CCCCC1	i	i	i	-4	i	-7	i	-6	i	i	i
CC(=O)NS(=O)(=O)c1ccc(N2C(=O)c3ccccc3C2=O)cc1	i	i	i	2	i	-8	i	-1	i	i	i
Clc1cccc(CN2CCSCC2)c1Cl	i	i	i	2	i	-4	i	10	i	i	i
Nc1ccc2nc(SCC(=O)N3CCN(c4ccccc4)CC3)sc2c1	i	i	i	-3	i	-3	i	2	i	i	i
O=C(NCc1ccc(-c2csnn2)cc1)c1cc(Cl)cc(Cl)c1	i	i	i	-3	i	-4	i	x	i	i	i
COc1ccccc1-c1cc(-c2ccccc2)nc(=O)[nH]1	i	21*	i	x	i	-7	i	1	i	i	i
COc1ccc(N(CC(=O)NCc2ccco2)S(=O)(=O)c2ccc(C)cc2)cc1	i	i	i	-3	i	-4	i	-11	i	i	i
CCn1nc(C(=O)NCC(c2cccs2)N2CCOCC2)c2ccccc2c1=O (stereo not given)	i	i	i	-18	i	-14	i	2	i	i	i
CCOc1ccccc1N(CC(=O)O)S(=O)(=O)c1ccc(C)cc1	i	i	i	x	i	-8	i	5	i	i	i
Cc1cccc(C)c1OCC(=O)Nc1ccc2c(c1)C(=O)NC2=O	i	i	i	-8	i	-9	i	2	i	i	i
O=C(COc1ccc2cc(Br)ccc2c1)N1CCCC1	i	i	i	1	i	-8	i	-2	i	i	i
CCCCc1[nH]nc2c1C1(C(=O)N(CC)c3ccccc31)C(C#N)=C(N)O2 (stereo not given)	i	i	i	0	i	-3	i	8	i	i	i
CC(=O)Nc1ccc(N2CCCCC2)cc1	i	i	i	1	i	0	i	-7	i	i	i
The list continues:
SMILES	TRPC4 act	TRPC4 PAM	PolyA inh	Platelet DG rel	KCNQ1 pot	hERG rescue	KCNQ1 inh	Dyrk1A ADPGlo	KCNK9 inh	TRPC4 inh	KCNK3 inh
N/C(=N\OC(=O)C1CC1)c1ccc([N+](=O)[O-])s1	i	i	i	-7	i	-8	i	-3	i	i	i
O=C(/C=C/c1c(F)cccc1Cl)NCc1ccc2c(c1)OCO2	i	i	x	-3	i	-1	i	-1	i	i	i
CNc1nc(Sc2cccc(C(F)(F)F)c2)cc(C(F)(F)F)n1	i	i	i	-3	i	-5	i	-1	i	i	i
COc1cc2c3nnc(-c4ccc(F)cc4)c-3cn(Cc3cccc(C)c3)c2cc1OC	i	i	i	9	i	-11	i	3	i	i	i
CCOc1ccccc1N(CC(=O)NCc1ccncc1)S(=O)(=O)c1ccccc1	i	i	i	-1	i	-11	i	0	i	i	i
CCOn1c(=O)c(-c2cccc3ccccc23)[n+]([O-])c2ccccc21	i	i	i	-6	i	-10	i	-5	i	i	i
Cc1nn(C)c(Oc2ccccc2)c1CCNS(=O)(=O)c1ccc(Cl)cc1	i	i	i	-3	i	-13	i	1	i	i	i
Cc1cccc(N(C(=O)c2csnn2)C(C(=O)NC(C)(C)C)c2cccnc2)c1 (stereo not given)	i	i	i	-6	i	-8	i	-10	i	i	i
CCc1cccc(NC(=O)CCS(=O)(=O)c2cc3c(cc2C)NC(=O)CO3)c1	i	i	i	-10	i	-8	i	4	i	i	i
CCOC(=O)C(=O)N/N=C(/c1ccccc1)c1ccc(OC)cc1	i	i	i	6	i	-8	i	-1	i	i	i
C=CCn1c(SCC(=O)NCc2ccco2)nc2sc3c(c2c1=O)CCC3	i	i	i	9	i	-7	i	-6	i	i	i
Cc1nc2cccc(C(=O)NCc3ccccc3)c2o1	i	i	i	4	i	-7	i	19	i	i	i
CCOc1ccc(OC(=O)C(CCS(C)(=O)=O)N2C(=O)c3ccccc3C2=O)cc1 (stereo not given)	i	i	i	-3	i	-14	i	-2	i	i	i

Compound activity: PubChem, several laboratories
